KCNQ2 inh – KCNQ2 channel blockers in CHO-K1 cells – cell-based, FluxOR thallium flux, B-score, primary screen (AID 2156). 310,000 tested, 1.1% active. 20 min; stronger effect = lower value. B-score at 10 µM;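 active = fluorescence ratio B-score at most minus 3 library SDs, with starting brightness B-score within 2 library SDs, cut at about -5.5 in these data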
Target sequence (O88943 whole entry, looked up): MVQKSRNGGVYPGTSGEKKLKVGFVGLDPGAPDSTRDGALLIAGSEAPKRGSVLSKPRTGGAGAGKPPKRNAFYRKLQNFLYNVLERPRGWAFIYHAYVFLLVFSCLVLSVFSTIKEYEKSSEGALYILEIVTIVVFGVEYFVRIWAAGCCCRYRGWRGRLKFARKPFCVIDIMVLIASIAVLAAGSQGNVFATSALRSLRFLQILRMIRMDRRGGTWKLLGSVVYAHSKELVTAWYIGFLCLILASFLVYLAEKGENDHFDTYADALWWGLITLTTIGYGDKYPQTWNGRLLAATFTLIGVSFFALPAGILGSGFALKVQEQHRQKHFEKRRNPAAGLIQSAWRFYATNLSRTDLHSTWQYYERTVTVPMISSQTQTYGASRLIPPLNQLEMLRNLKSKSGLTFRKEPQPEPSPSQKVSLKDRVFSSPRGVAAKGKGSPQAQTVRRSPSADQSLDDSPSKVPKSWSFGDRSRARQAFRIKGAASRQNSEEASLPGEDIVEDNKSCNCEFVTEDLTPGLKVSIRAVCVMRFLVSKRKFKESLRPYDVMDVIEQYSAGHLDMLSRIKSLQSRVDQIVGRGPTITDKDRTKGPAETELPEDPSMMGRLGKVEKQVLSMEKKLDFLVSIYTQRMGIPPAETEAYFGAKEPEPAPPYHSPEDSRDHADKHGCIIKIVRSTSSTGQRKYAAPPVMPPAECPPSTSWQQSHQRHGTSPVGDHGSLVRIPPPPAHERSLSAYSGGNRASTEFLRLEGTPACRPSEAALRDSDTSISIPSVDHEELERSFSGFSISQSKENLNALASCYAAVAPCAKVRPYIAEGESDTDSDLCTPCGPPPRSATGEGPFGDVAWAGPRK
Kir21 inh – Kir2.1 (mouse) channel inhibition. AID 1672. 310,000 tested, 0.85% active. P35561. B-score at 10 µM. HEK293-Kir2.1, FluxOR thallium flux fluorescence; stronger effect = lower value;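 active = fluorescence ratio B-score at or below minus 3 SD of library scores, with starting-brightness B-score within 2 SD, cut at about -4.2 in these data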;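 also: channel flux triggered by added potassium and thallium sulfate stimulus; B-score of peak minus minimum fluorescence over baseline after thallium stimulus; more negative B-score means stronger Kir2.1 block with less thallium influx; some compounds called inactive have numbers as strong as hits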
* = called active by the depositor; i = inactive; & = joins results of further samples.

SMILES	KCNQ2 inh	Kir21 inh
Cc1ccc(S(=O)(=O)N/N=C/c2c(C)nn(-c3ccccc3)c2C)cc1	i	-0.05
COc1ccccc1N(Cc1cc2cccc(C)c2[nH]c1=O)C(=O)C(C)C	i	-0.57
COc1cc(/C=C(\C#N)C(=O)NC(C)C)cc(Cl)c1O	i	0.04
Cc1cc(SCC(=O)c2cccs2)nc2ccccc12	i	-0.24
COc1ccc(OC)c(NC(=O)CCNS(=O)(=O)c2cc(Br)cnc2N)c1	i	1.2
CCCCn1c(SCC(=O)NC2CCS(=O)(=O)C2)nnc1-c1ccc(OC)cc1 (stereo unspecified)	i	-0.08
Cc1ccc(S(=O)(=O)N2CCC(NC(=O)OC(C)C)CC2)cc1	i	0.52
Nn1c(Cc2ccc(F)cc2)n[nH]c1=S	i	-1.7
CC1CN(C(=O)c2cc(F)c(F)cc2Cl)CC(C)O1 (stereo unspecified)	i	0.17
O=C(Cc1ccccc1)Nc1ccc(NC(=O)c2cccnc2)cc1	i	0.43
CCOc1ccc(C(C)=O)cc1COC(=O)c1cccnc1SC	i	-0.02
CCN(CC)CCC(c1ccc(OC)cc1)c1c(O)cc(OC)cc1OC (stereo unspecified)	i	-0.18
COn1c(-n2nc(C)cc2C)nc2ccccc2c1=O	i	0.84
Cc1cccc(NC(=S)NCc2ccc(F)cc2)c1	i	1.3
CCn1c(CNC(=O)c2cccnc2)cc2ccccc21	i	-0.05

Compound profiles, from the list above. Order of screens: KCNQ2 inh, Kir21 inh
Shown for CCCCn1c(SCC(=O)NC2CCS(=O)(=O)C2)nnc1-c1ccc(OC)cc1 (stereo unspecified) : i, -0.08
Shown for COn1c(-n2nc(C)cc2C)nc2ccccc2c1=O : i, 0.84

Returning to the listing; the 3 compounds before the break are reprinted first.
SMILES	KCNQ2 inh	Kir21 inh
COn1c(-n2nc(C)cc2C)nc2ccccc2c1=O	i	0.84
Cc1cccc(NC(=S)NCc2ccc(F)cc2)c1	i	1.3
CCn1c(CNC(=O)c2cccnc2)cc2ccccc21	i	-0.05
CCC(C)(C)NC(=O)c1ccccc1Oc1ccccc1	i	-2.2
CC(=O)NC1(C(Cl)(Cl)Cl)Oc2ccccc2O1	i	-2.5
Fc1ccc(NC(=S)Nc2ccc(Br)cc2)cc1	i	0.16
C[C@@]12C(=O)N(c3ccc(F)cc3)C(=O)N1[C@@H]1c3ccccc3OC[C@@H]1[C@H]2c1ccccc1	i	-0.27
O=C1CSC(c2ccccc2Cl)N1 (stereo unspecified)	i	-0.23
Nn1c(SCC(=O)Nc2ccc(OC(F)F)cc2)nnc1-c1ccco1	i	0.54
CCc1ccc(C2=NN(CCC(=O)NC(C)CCc3ccccc3)C(=O)CC2)cc1 (stereo unspecified)	i	-0.02
N#C/C(=C/c1cn(CC(=O)O)c2ccccc12)C(=O)NCc1ccccc1	i	0
COc1ccccc1N1CCN(Cc2ccc(C(=O)O)cc2)CC1	i	-1.8
O=C(c1ccc(-c2ccccc2)cc1)N1CCC(C(=O)N2CCCC2)CC1	i	-0.21
CCOC(=O)c1ccc(Nc2nc(N)c3cc(OC)c(OC)cc3n2)cc1	i	-0.31
COc1ccc(C(=O)N2CCN(c3ccccn3)CC2)cc1	i	0.2
CSc1nc(N)c(NC(=O)c2ccc(Br)o2)c(=O)[nH]1	i	-0.39
COc1ccc(/C=C2\SC(=O)N(CC(=O)NC3CCS(=O)(=O)C3)C2=O)cc1 (stereo unspecified)	i	-1.2
COc1ccc(-c2csc3ncnc(Oc4ccc5c(C)cc(=O)oc5c4)c23)cc1	i	-0.08

Quoted at random: four entries already listed, in no set order.
SMILES	KCNQ2 inh	Kir21 inh
C[C@@]12C(=O)N(c3ccc(F)cc3)C(=O)N1[C@@H]1c3ccccc3OC[C@@H]1[C@H]2c1ccccc1	i	-0.27
COc1ccc(/C=C2\SC(=O)N(CC(=O)NC3CCS(=O)(=O)C3)C2=O)cc1 (stereo unspecified)	i	-1.2
CCOC(=O)c1ccc(Nc2nc(N)c3cc(OC)c(OC)cc3n2)cc1	i	-0.31
CCC(C)(C)NC(=O)c1ccccc1Oc1ccccc1	i	-2.2

Later entries
SMILES	KCNQ2 inh	Kir21 inh
O=C(COc1ccccc1)Nc1ccccc1N1CCCCC1	i	-1.4
CCC(=O)Nc1sc2c(c1C(=O)OC)CCN(Cc1ccccc1)C2	i	1.6
COc1ccc2nc3cc(Cl)ccc3c(Nc3cc(C(C)C)c(O)cc3C)c2c1	i	-0.97
CC(=O)C1=C(O)C(=O)N(CCC(=O)O)C1c1ccccc1Cl (stereo unspecified)	i	1.4
CCCc1[nH][nH]c(=O)c1C(c1ccccc1)C(C#N)C#N (stereo unspecified)	i	-4
CCOC(=O)C(NC(C)=O)(Nc1cccc(F)c1)C(F)(F)F (stereo unspecified)	i	-1.2
COc1ccc(Cn2c(=S)[nH]c3ccccc32)cc1	i	-0.69
C/C(=N\NC(=O)NC1CCCCC1)c1ccc(Cl)s1	i	-1.3
Cc1ccc(N(C(=O)CNC(=O)c2ccco2)C(C(=O)NC2CCCC2)c2ccncc2)c(C)c1 (stereo unspecified)	i	-0.37
Cc1ccc(-c2nnn(CC(=O)N3CCCCC3)n2)o1	i	1.8
CCOC(=O)N1CCN(C(=O)COc2ccc(S(=O)(=O)NCc3ccccc3)cc2)CC1	i	-0.76
CCOC(=O)C1CCCN(C(=O)c2cc3cc(F)ccc3[nH]2)C1 (stereo unspecified)	i	0.08
CCCn1nc(NC(=O)c2cccs2)c2cc3ccc(C)cc3nc21	i	0.82
O=C(CSc1nc2ccccc2c(=O)n1Cc1ccccc1)NCc1ccco1	i	1.1
CC(C)(C)C(Cn1ccnc1)NC(=O)c1ccc2nc(C3CC3)oc2c1 (stereo unspecified)	i	-1
COCCNC(=S)NNC(=O)c1ccco1	i	-0.72
Cc1c(Cl)cccc1NC(=O)CS(=O)(=O)c1ccccc1	i	-1.8
CCN1CCN(C(=O)CN(c2ccccc2C)S(C)(=O)=O)CC1	i	-0.03
Cc1ccc(S(=O)(=O)N2CCC(C(=O)N[C@@H](C)C(=O)NC3CCS(=O)(=O)C3)CC2)cc1 (stereo partly specified)	i	-0.5
COC(=O)c1ccccc1NC(=O)c1ccc2nccnc2c1	i	0.02
CCn1c(=O)c(C(=O)Nc2ccsc2C(=O)OC)c(O)c2ccccc21	i	0.33
CCSc1nnc(NC(=O)c2cc3c(s2)CCCC3)s1	i	-1
CN(C)C(=O)[C@@H]1C[C@H]1[C@@H](NC(=O)OCc1ccccc1)c1ccccc1	i	1.6
COc1cc(NC(=O)CCc2nnc3ccc(N4CCCCC4)nn23)cc(OC)c1OC	i	1.8
O=C(CSc1nc2ccccc2[nH]1)N1c2ccccc2Sc2ccccc21	i	-0.02
O=C(Nc1ccccc1)N1CC=C(c2ccccc2)CC1	i	1.3
Cn1c2ccccc2c(=O)c2c(=O)n(-c3ccccc3)c(-c3ccc(C(C)(C)C)cc3)nc21	i	1.2
COC(=O)c1cn(CCOc2ccccc2OC)c2ccccc12	i	-3.1
CC(C)CC(=O)Nc1nc2ccc(S(=O)(=O)N3CCOCC3)cc2s1	i	1.8
Cc1ccc(C)c(-c2cc(C(=O)Nc3cccnc3)c3ccccc3n2)c1	-6.3*	-0.5
Cc1ccc(CN2CCNC(=O)C2CC(=O)NCc2csc(C(C)C)n2)cc1 (stereo unspecified)	i	-0.34
Cn1nc(C(=O)Nc2cccnc2)c2ccccc2c1=O	i	0.64
Cc1cc(NC(=O)C2CC(=O)N(c3ccc(F)cc3)C2)no1 (stereo unspecified)	i	-0.77
CC1CC(C)CN(C(=O)Nc2ccc(Br)cc2)C1 (stereo unspecified)	i	0.76
O=C(CSc1nnc(-c2ccc(F)cc2)o1)Nc1ccc(S(=O)(=O)N2CCCCCC2)cc1	i	0.77
Cc1c(N(C)S(=O)(=O)c2cc(C(=O)N3CCCC3)ccc2Cl)c(=O)n(-c2ccccc2)n1C	i	0.38
O=C(N/N=C/c1ccc(Br)s1)c1cccs1	i	0.62
CCC1(CC)C(=O)N(C)C(=O)NC1=Nc1ccccc1	i	-0.74
CCOC(=O)c1cnn(-c2ccccc2)c1NC(=O)c1ccc(C)cc1	i	-1.2
COC(=O)c1ccccc1CON1C(=O)C(C)(C)N(OCc2ccccc2C(=O)OC)C(=O)C1(C)C	i	0.58
COC(=O)[C@@H]1C[C@@]2(O)[C@H](O)[C@H](O)[C@H](O)C[C@H]2N1Cc1ccc(-c2ccccc2)cc1	i	0.04
COc1ccnc(Oc2cccc(C(F)(F)F)c2)c1C(=O)N/C=N/OCc1ccccc1F	i	-0.93
COc1cccc2cc(C(C)=O)oc12	i	1.4
COc1ccc(S(=O)(=O)N2CCC(O)(c3ccc(Cl)cc3)CC2)cc1	i	-1.4
CCC(C)N(C(=O)COC(=O)c1cc([N+](=O)[O-])ccc1N1CCOCC1)C1CCS(=O)(=O)C1 (stereo unspecified)	i	-1.3
COc1ccc(NC(=O)O/N=C/c2ccccc2Cl)cc1	i	-1.5
O=[N+]([O-])c1cc(CS(=O)(=O)Oc2ccc(Cl)cc2)c(O)c([N+](=O)[O-])c1	i	0.91
CCOc1ccc(C2OC(=O)Cc3cc(OC)c(OC)cc32)cc1 (stereo unspecified)	i	-0.44
CC(C)C(=O)N=C1SC2CS(=O)(=O)CC2N1Cc1ccccc1 (stereo unspecified)	i	0.89
Cc1cccc(-n2c(O)c(C=Nc3ccccc3N)c(=O)[nH]c2=O)c1	i	0.07
COc1ccc(C)cc1NC(=O)c1nnn(CCc2ccccc2)c1N	i	0.12
O=C(CSc1nc(=O)n(CCCN2CCOCC2)c2c1CCC2)Nc1cccc(F)c1	i	0.74
O=C(NNC(=O)C1CC1c1ccccc1)Nc1ccccc1 (stereo unspecified)	i	1.2
CC1=NN(c2ccccc2)C(=O)/C1=C/C=C/c1ccccc1	i	-1.5
CC(C)CCn1c(N2CCCC2)nc2c1c(=O)n(C)c(=O)n2C	i	-0.41
CCc1ccccc1NNC(=O)c1cc(C)on1	i	1.6
COc1ccc(CC(=O)Nc2c3c(nn2-c2cccc(Cl)c2)CS(=O)C3)cc1 (stereo unspecified)	i	0.21
Cc1cccc2cc(CN(C(=O)c3cccc([N+](=O)[O-])c3)C(C)C)c(=O)[nH]c12	i	0.77
Cc1ccc(CSCCNS(C)(=O)=O)cc1	i	1.5
COc1ccc(NC(=O)c2sc(NC(=O)COc3ccccc3)nc2C)cc1	i	1.6

Additional structures follow.
SMILES	KCNQ2 inh	Kir21 inh
O=C(CN(CC1CCCO1)C(=O)CCC(=O)Nc1ccccn1)NCc1ccccc1 (stereo unspecified)	i	-0.66
Cc1ccc(S(=O)(=O)N2CCOCC2)cc1NC(=O)CSc1nnnn1C	i	1.6
Cc1ccc(OC(C)C(=O)N2CC(=O)Nc3ccccc32)c(C)c1 (stereo unspecified)	i	-1.6
O=C(NC(=S)NNC(=O)c1ccco1)c1ccc(F)cc1	i	0.72
COC(CNC(=O)CNC(=S)N(Cc1ccccc1)Cc1cccnc1)OC	i	-0.7
Cc1cc(C)c(N(C(=O)c2csnn2)C(C(=O)NC(C)(C)C)c2ccncc2)c(C)c1 (stereo unspecified)	i	1.2
CCC(=O)N1CCc2cc(OC)c(OC)cc2C1COc1ccccc1OC (stereo unspecified)	i	1.5
O=C(N/N=C/c1ccc(O)c(O)c1)c1ccc(CSc2cccc3cccnc23)cc1	i	1.4
COc1cccc(/C=N/n2c(-c3cc(C)[nH]n3)n[nH]c2=S)c1	i	-1.1
CCC(=O)N1CCN(c2ccccc2NC(=O)c2cccc(C)c2)CC1	i	-0.24
O=C(O)C1CCCN1C(=O)Oc1ccccc1 (stereo unspecified)	i	-0.8
O=C(O)C1CC(=O)N(c2ccc(OCc3ccc(Cl)cc3Cl)cc2)C1 (stereo unspecified)	i	0.04
CN(CC(=O)Nc1ccccc1F)Cc1cccs1	i	2.6
COc1cccc(CCC(=O)O)c1OC	i	0.11
CN(C(=O)CSc1nc2cc(C(=O)O)ccc2c(=O)n1Cc1ccccc1)C1CCS(=O)(=O)C1 (stereo unspecified)	i	-0.27
Cn1c(C(=O)NCc2ccccn2)cc2c(=O)n(C)c3ccccc3c21	i	1.4
COc1ccc(NC(=S)N(CCN2CCOCC2)Cc2cc3cc4c(cc3[nH]c2=O)OCO4)cc1	i	1.4
N#C/C(=C\c1cccc(OC(=O)c2cccs2)c1)C(N)=O	i	0.48
Cc1cccc(OCCCn2c(CO)nc3ccccc32)c1	i	-1.4
CN(C)CCOC(=O)C1(c2ccccc2)CCOCC1	i	-1.8&0.48
CCS(=O)(=O)c1ccc2oc(SCC(=O)NCCc3ccc(F)cc3)nc2c1	i	-1.5
O=C(Cc1ccccc1)Nc1nccs1	i	0.04
Cc1csc(Nc2ccccc2)n1	i	-0.1
O=C(CCCN1C(=O)/C(=C\c2cccs2)SC1=S)Nc1ccc(O)cc1C(=O)O	i	-0.92
COc1ccccc1CNC(=O)COC(=O)CSc1ccc(Cl)cc1	i	0.18
COC(=O)CSc1nnc(CNc2ccc(Cl)cc2)n1-c1ccccc1	-5.8*	-1.2
O=C(CSc1nnnn1-c1ccc2c(c1)CCC2)NCc1cccs1	i	1.1
O=C(Nc1ccc(Cl)cc1)N1CCC(c2nc(-c3cccs3)no2)CC1	i	-0.57
COc1cnn(-c2cccc(C(F)(F)F)c2)c(=O)c1Cl	i	0.75
CCCNC(=O)NCCC12CC3CC(CC(C3)C1)C2	i	0.04
CCN1CCN(c2ccc(NC(=O)c3ccc([N+](=O)[O-])o3)cc2Cl)CC1	i	0.33

Bioassay records (PubChem BioAssay)
